Bioassay records deposited in PubChem BioAssay by several laboratories.
PMI inhibition = human PMI inhibitors, high substrate, primary screen, biochemical, fluorescence intensity, high mannose 6-phosphate (AID 1220). Mannose-6-phosphate isomerase (Homo sapiens). recombinant PMI enzyme, coupled fluorescence intensity; higher % means a stronger effect. inhibition, % at 20 µM; hits with a dose series show IC50 in µM. 190,000 tested, 0.66% active
M1AAP inhibition = P. falciparum M1AAP inhibitors, biochemical, fluorogenic H-Leu-NHMec substrate, 1536-well (AID 1445) | one-dose inhibition, % at 30 µM; IC50 in µM for titrated hits | 220,000 tested, 0.42% active | recombinant M1AAP, H-Leu-NHMec fluorogenic kinetic assay; higher % means a stronger effect;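 active = primary inhibition above the hit cutoff, then over 50% inhibition at one or more dose response concentrations, cut at about 23% in these data, passing the limit was not always enough; inconclusive = conflicting primary data, or primary hits not chosen for dose response; inactive = low primary inhibition, or under 50% at every dose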;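 also: plate controls were DMSO full reaction for no effect and no enzyme background for full effect; strong numbers were not always called active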
human PMI inhibition = inhibitors of human PMI, primary screen, biochemical, fluorescence intensity, coupled assay (AID 1209); Mannose-6-phosphate isomerase (Homo sapiens); 190,000 tested, 0.42% active; inhibition, % at 20 µM; hits with a dose series show IC50 in µM; purified PMI enzyme, coupled fluorescence intensity; higher % means a stronger effect;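 also: plate controls were DMSO vehicle for no effect and wells lacking substrate for full effect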
WT yeast gro inh = growth inhibition of WT strain, primary screen, mitochondrial fusion inhibitor project, WT and mutant strains, chemical genetic; mitochondrial fusion phenotypic screen; inhibition, % at 10 µM; 190,000 tested, 2.1% active; AID 1362, 2008; in the data active = inhibition above about 58%; tested in S. cerevisiae
Myeloid diff MLP = induction of myeloid progenitor differentiation, primary screen, cell-based, flow cytometry, MLPCN library; calls only at 10 µM; ER-HoxA9 myeloid progenitors, lysozyme-GFP differentiation; 360,000 tested, 1% active;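 active = normalized GFP-positive differentiation at or above the plate's own cutoff, the solvent-only control mean plus 3 SD; inconclusive = no clear call, values can overlap the other calls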;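 also: cells exposed to compound for four days before flow analysis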
TNAP activators = human TNAP enzyme activators, primary screen, biochemical, luminescent, no phosphate acceptor, uHTS (AID 1001) | purified TNAP, luminescent activation assay, no phosphate acceptor; higher activation fold means a stronger effect | Alkaline phosphatase, tissue-nonspecific isozyme (Homo sapiens) | 200,000 tested, 0.03% active | activation fold at 20 µM; hits with a dose series show EC50 in µM; in the data active = activation fold from about 3, or a potency from the dose series; inactive = the rest, 99 in 100 with activation fold below about 1.6; also: many of its hits are not listed in these tables
K1F lysis inhibition = inhibition of K1F phage lysis, E. coli UTI89, bacterial capsule biogenesis inhibitors, alamar blue (AID 488966). E. coli UTI89 K1F phage lysis, alamar blue, 2 h; higher % means a stronger effect. inhibition, % at 100 µM, or IC50 in µM where a hit was titrated. 340,000 tested, 0.02% active;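 active = phage lysis inhibition, versus mean bacterial control, above a set limit; inconclusive = no clear call, values can overlap the other calls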;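 also: capsule biogenesis inhibitors block K1F phage lysis so surviving cells raise fluorescence; higher fluorescence means more inhibition of phage lysis; actives were called in the ten point dose series up to 300 µM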
ER stress rescue = rescue of cells from ER stress-induced death, primary screen, 384-well, CSM14.1, thapsigargin, ATP luminescence (AID 1222); CSM14.1 thapsigargin-induced death rescue, ATP luminescence; higher % means a stronger effect; one-dose cellular ATP content (survival), % at 20 µM; EC50 in µM for titrated hits; 190,000 tested, under 10 active;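 active = EC50 below 50 µM in the dose-response confirmation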;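 also: death triggered by thapsigargin at about 15 µM added after 2 h compound pretreatment; cell ATP read after overnight thapsigargin exposure of roughly 18 to 22 hours; normalized against plate controls of thapsigargin alone and 5% DMSO vehicle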
Lipid droplet = inhibitors of hepatocyte lipid droplet formation, primary screen, imaging, high-throughput imaging, BODIPY stain; AML12 mouse hepatocytes, oleate lipid droplets; inhibition, % at 6.5 µM; 240,000 tested, 0.4% active;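 active = lipid droplet intensity inhibited by at least 50%, with more than 500 cells counted; inconclusive = wells with under 300 cells, treated as cytotoxic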
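Material – AML12 mouse liver cells · Also added – oleate loading, 100 µM · Compound dosing – 6.5 µM single-point dosing · Times – overnight treatment with compound plus oleate · Measured by – fluorescence imaging, 20x objective, two fields per well · Read-out – percent inhibition of filter-corrected integrated lipid droplet intensity per well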
WT yeast gro inh mutant strain = recorded beside WT yeast gro inh, whose call it bears; inhibition, %; mitochondrial fusion phenotypic screen, mutant strain inhibition
Lipid droplet cells 6.5 µM = further read-out of Lipid droplet, marked with its call; cell count; measured here: cell count, cytotoxicity flag;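 cells counted across two imaged fields per well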
Myeloid diff MLP GFP+ MAC1+ % = second read-out of Myeloid diff MLP, no call of its own (marks repeat the call); GFP+ MAC1+ double positive, %; measured here: differentiation confirmed by MAC1 staining
* = called active by the depositor; i = inactive; ? = inconclusive; / = not tested or not shown; [ ] = another dose, or the depositor's remark. Rule as the data show it, unless noted: active = inhibition above about 50%; inactive = the rest.

Screens in order – PMI inhibition	M1AAP inhibition	human PMI inhibition	WT yeast gro inh	WT yeast gro inh mutant strain	Myeloid diff MLP	Myeloid diff MLP GFP+ MAC1+ %	TNAP activators	K1F lysis inhibition	ER stress rescue	Lipid droplet	Lipid droplet cells 6.5 µM
- CCOC(=O)N1CCC(NC(=O)c2cc(C(=O)NC3CCN(Cc4ccccc4)CC3)ccc2CO)CC1
 : -14%	4%	-12%	-1	5	i	0.0	1	2.1%	-1.7%	-17	719
- CN(CP(=O)(O)CCc1ccccc1)S(C)(=O)=O
 : 3%	-4%	6%	-8	9	i	0.7	1.1	0.6%	0.4%	/	/
- NC(=O)c1ccccc1OCC(=O)NS(=O)(=O)c1ccccc1
 : 5%	3%	9%	-1	18	i	0.8	1	5.8%	-1.9%	9	634
- Cc1nn(-c2ccccc2)c(C)c1/C=N/Nc1nc2ccccc2[nH]1
 : 8%	-3%	2%	32	4	i	0.1	1.4	-0.1%	-1.1%	-3	679
- CCCCC(C(=O)NCCC(C)C)N(CCCN1CCOCC1)C(=O)c1snc(C(N)=O)c1N (stereo unspecified)
 : 11%	8%	-1%	57	10	i	2.3	1.1	6.6%	0.3%	/	/
- CCN(CC)S(=O)(=O)c1cc(NC(=O)CSc2nc3c(cc2C#N)C(=O)CC(C)(C)C3)ccc1C
 : 4%	9%	-7%	2	-19	?	/	1.1	1.6%[50 µM]	-0.9%	9	530
- O=S(=O)(c1ccccc1)N1CCN(C(=S)Nc2ccc(F)cc2)CC1
 : 2%	-4%	8%	-5	6	i	1.0	1.2	2.4%	2.7%	5	641
- O=C1NC(=O)C2C1C(c1ccc([N+](=O)[O-])cc1)=NN2Cc1ccccc1 (stereo unspecified)
 : 5%	0%	6%	24	3	i	0.8	0.9	0.1%	-0.2%	-2	708
- O=C(CSc1nc2ncccc2[nH]1)Nc1ccc2c(c1)OCCO2
 : -16%	7%	8%	0	8	i	0.9	0.6	-0.2%	-3.1%	-2	500
- COc1ccc(-c2ccc(C(=O)O)c(=O)[nH]2)cc1
 : 21%	6%	2%	-3	-3	i	0.8	1.1	-1.7%	-0.8%	-50	665
- Cn1cnnc1SCC(=O)Nc1nc(-c2ccccc2)cs1
 : 4%	4%	4%	0	-10	i	0.3	1	/	2.3%	6	742
- COc1nc(-c2ccc(Cl)cc2)nnc1C
 : -1%	1%	-2%	-4	13	i	0.0	1	0.2%	0.1%	8	735
- O=C(NC1CCCCC1)C(c1ccccn1)N(C(=O)Cc1cccs1)c1ccc(Cl)cc1 (stereo unspecified)
 : 1%	1%	-4%	5	6	i	1.0	0.9	0.0%	2.4%	/	/
- Fc1ccc(C(c2nnnn2Cc2ccco2)N2CCN(C3CCCCC3)CC2)cc1 (stereo unspecified)
 : 2%	0%	5%	-6	-11	i	0.6	1	0.1%	0.0%	-3	761
- O=C(O)c1[nH]c2ccccc2c1NS(=O)(=O)Cc1ccccc1
 : -19%	13%	-12%	1	-3	i	1.2	1	1.4%	3.0%	-8	696

Random excerpt: four entries already listed.
Screens in order – PMI inhibition	M1AAP inhibition	human PMI inhibition	WT yeast gro inh	WT yeast gro inh mutant strain	Myeloid diff MLP	Myeloid diff MLP GFP+ MAC1+ %	TNAP activators	K1F lysis inhibition	ER stress rescue	Lipid droplet	Lipid droplet cells 6.5 µM
- CCCCC(C(=O)NCCC(C)C)N(CCCN1CCOCC1)C(=O)c1snc(C(N)=O)c1N (stereo unspecified)
 : 11%	8%	-1%	57	10	i	2.3	1.1	6.6%	0.3%	/	/
- Cn1cnnc1SCC(=O)Nc1nc(-c2ccccc2)cs1
 : 4%	4%	4%	0	-10	i	0.3	1	/	2.3%	6	742
- CN(CP(=O)(O)CCc1ccccc1)S(C)(=O)=O
 : 3%	-4%	6%	-8	9	i	0.7	1.1	0.6%	0.4%	/	/
- COc1nc(-c2ccc(Cl)cc2)nnc1C
 : -1%	1%	-2%	-4	13	i	0.0	1	0.2%	0.1%	8	735

Next section.
Screens in order – PMI inhibition	M1AAP inhibition	human PMI inhibition	WT yeast gro inh	WT yeast gro inh mutant strain	Myeloid diff MLP	Myeloid diff MLP GFP+ MAC1+ %	TNAP activators	K1F lysis inhibition	ER stress rescue	Lipid droplet	Lipid droplet cells 6.5 µM
- COCCCN(C(=O)Nc1ccccc1)C(C)c1ccncc1 (stereo unspecified)
 : 6%	8%	1%	7	7	i	2.4	1.2	-0.3%	-1.2%	/	/
- Cc1cc(NC(=O)CSc2nc(-c3ccccc3)nc3c2c(=O)n(C)c(=O)n3C)no1
 : -7%	2%	-1%	5	-3	i	4.3	1.1	-1.4%	-1.1%	3	714
- CCOC(=O)C1(Cc2ccc(OC)cc2)CCN(S(C)(=O)=O)CC1
 : -7%	5%	-8%	-3	-4	i	0.3	1.1	0.2%	-0.4%	-3	712
- CSc1nnc(C(C)c2ncc(C(F)(F)F)cc2Cl)n1C (stereo unspecified)
 : -10%	4%	-15%	5	-5	i	0.2	0.9	0.6%	-1.8%	-4	720
- CSc1nnc(-c2cccc(C)c2)n1N
 : 5%	2%	10%	-19	-20	i	1.1	1.1	0.2%	-1.7%	1	773
- C=CCn1c(SCc2cc(=O)n3cc(C)ccc3n2)nnc1-c1ccc(F)cc1
 : 7%	2%	13%	7	-14	i	0.6	1.1	-0.2%[50 µM]	-1.5%	2	501
- COC(=O)c1nc(N)sc1C(C)C
 : -10%	9%	-10%	3	9	i	0.4	1.1	0.7%	-0.7%	-2	643
- Cc1ccc(C)c(CN2C(=O)C3CCCN3c3ccc(C#N)cc32)c1 (stereo unspecified)
 : -5%	9%	-2%	/	/	i	0.8	1.1	0.1%	4.0%	/	/
- CCOC(=O)N1CCN(C(=O)c2noc(C(C)C)c2[N+](=O)[O-])CC1
 : -12%	-5%	-11%	-2	0	i	2.3	1	-1.4%	2.7%	-2	777
- CCOC(=O)Nc1c(O)ccc2oc(C)c(-c3ccccc3)c12
 : -2%	6%	7%	-3	-7	i	0.5	1.1	2.3%[50 µM]	-2.3%	1	718
- O=C(COc1ccc(Cl)cc1)NCCSCc1ccccc1Cl
 : 7%	-1%	15%	56	32	i	0.5	1.2	5.2%	1.7%	8	647
- C(=N\n1cnnc1)/c1ccccc1OCCOc1ccccc1
 : 10%	-5%	3%	-5	5	i	0.7	1.1	0.2%	-0.8%	/	/
- Cc1cc(C)c2oc(C(=O)Nc3ccc(S(=O)(=O)N4CCC(C)CC4)cc3)cc(=O)c2c1
 : -1%	-4%	2%	13	-9	i	0.7	1.2	0.2%	-0.4%	-15	593
- O=C(CCNC(=O)Cn1ccc2ccccc2c1=O)NCC1CCCC1c1ccccc1 (stereo unspecified)
 : -5%	0%	-12%	1	4	i	1.6	1.2	5.1%	-0.4%	26	768
- CC(C)(Sc1cc(C(C)(C)C)c(O)c(C(C)(C)C)c1)Sc1cc(C(C)(C)C)c(O)c(C(C)(C)C)c1
 : 5%	6%	-2%	-4	-2	i	0.7	1.1	0.5%	-1.6%	7	724

Two compounds from above, reduced to M1AAP inhibition:
canonical_smiles,M1AAP inhibition
CSc1nnc(C(C)c2ncc(C(F)(F)F)cc2Cl)n1C (stereo unspecified),4%
CSc1nnc(-c2cccc(C)c2)n1N,2%

Additional compounds
Screens in order – PMI inhibition	M1AAP inhibition	human PMI inhibition	WT yeast gro inh	WT yeast gro inh mutant strain	Myeloid diff MLP	Myeloid diff MLP GFP+ MAC1+ %	TNAP activators	K1F lysis inhibition	ER stress rescue	Lipid droplet	Lipid droplet cells 6.5 µM
- COC(=O)c1nc(N)sc1-c1ccc(OC)cc1
 : 0%	4%	7%	-20	-2	i	0.6	1.1	-0.8%	0.9%	/	/
- CC(=O)c1ccc(NC(=O)CSc2nnc(Cc3cccn3C)n2-c2ccc(F)cc2)cc1
 : -1%	4%	-10%	7	3	i	3.1	0.9	-1.0%	0.2%	/	/
- Cc1ccc(-c2[nH]nc3c2C(c2ccccc2OC(=O)N2CCOCC2)C(C#N)=C(N)O3)cc1 (stereo unspecified)
 : 6%	4%	2%	9	5	/	/	0.9	/	0.0%	19	716
- CCN1CCN(CC(O)COc2ccc(Cl)cc2)CC1 (stereo unspecified)
 : -12%	9%	5%	14	10	i	0.4	1.1	0.1%	3.7%	16	799
- Clc1ccc(-c2nc(Cc3ccccc3Cl)no2)cc1
 : 15%	0%	13%	7	5	i	0.7	1	8.0%	-0.5%	/	/
- CCOC(=O)c1c(NC(=S)NCCc2ccccc2)sc2c1CC(C(C)C)OC2 (stereo unspecified)
 : 13%	3%	14%	3	8	i	0.3	1.2	1.0%	1.9%	0	673
- CCOc1cc(N2C(=O)CC3CS(=O)(=O)CC32)c(OCC)cc1NC(=O)c1ccccc1 (stereo unspecified)
 : 10%	13%	13%	9	7	i	0.8	1	0.2%	-2.7%	-1	807
- CCOC(=O)C1CCCN(c2nc3ccccc3nc2C(C#N)C(=O)OC(C)C)C1 (stereo unspecified)
 : 12%	9%	13%	30	4	i	0.5	1	1.1%	-1.5%	1	641
- CCN(CC)CCCN(Cc1cc2cc(OC)c(OC)cc2[nH]c1=O)C(=O)Nc1ccccc1
 : -5%	4%	-1%	-6	-9	i	0.8	1	-0.1%	0.9%	-2	799
- NC1=NC(=O)C2(COC(c3cccc([N+](=O)[O-])c3)OC2)S1 (stereo unspecified)
 : -12%	-8%	-8%	9	-5	i	0.7	1.1	0.0%	-0.9%	-2	671
- CCC(CC)C(=O)N1N=C(c2ccc(NS(C)(=O)=O)cc2)CC1c1ccccc1 (stereo unspecified)
 : /	1%	/	/	/	i	0.9	/	0.0%	/	-8	703
- O=C1CC(C(=O)Nc2cccc(F)c2)n2c(nc3ccccc32)N1 (stereo unspecified)
 : /	1%	/	/	/	i	0.7	/	-0.1%	/	6	700
- Cc1cccc(C)c1NC(=O)C(C)c1ccc(-c2ccccc2)c(F)c1 (stereo unspecified)
 : 2%	-5%	4%	4	15	i	0.9	1.1	1.6%	1.8%	15	674
- Cc1cc(C)n2nc(C(=O)Oc3ccc4c(c3)OCO4)nc2n1
 : 8%	/	-2%	8	0	i	0.6	1.2	-0.1%	0.1%	/	/
- COCCCNC(=S)NNC(=S)Nc1ccc(F)cc1F
 : 12%	-3%	21%	-8	15	i	0.8	1.2	6.1%	0.2%	6	796
- O=S(=O)(NC(=S)NC1CCCCC1)c1ccc(Br)cc1
 : 4%	3%	15%	7	7	i	0.5	0.9	1.4%	-0.3%	6	684
